From PubChem
UBC13 polyUb – human UBC13 polyubiquitination inhibition; P61088; UBC13 polyubiquitin chain formation, TR-FRET; inhibition, % at 20 µM; 330,000 compounds, 0.47% hits; AID 485273; in the data active = inhibition above about 45%, passing the limit was not always enough
Target sequence (P61088 whole entry, looked up): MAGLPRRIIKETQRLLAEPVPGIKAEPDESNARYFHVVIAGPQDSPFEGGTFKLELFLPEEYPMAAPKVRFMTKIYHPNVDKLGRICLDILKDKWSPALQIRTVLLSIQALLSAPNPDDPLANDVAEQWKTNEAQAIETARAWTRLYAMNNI
ATG4B inhibitor – inhibitors of human ATG4B cysteine protease; Q9Y4P1; ATG4B cleavage of LC3-PLA2, NBD-HPC fluorescence, 1 h; inhibition, % at 8.33 µM; 340,000 compounds, 0.51% hits; in the data active = inhibition above about 40%
Target sequence (Q9Y4P1 whole entry, looked up): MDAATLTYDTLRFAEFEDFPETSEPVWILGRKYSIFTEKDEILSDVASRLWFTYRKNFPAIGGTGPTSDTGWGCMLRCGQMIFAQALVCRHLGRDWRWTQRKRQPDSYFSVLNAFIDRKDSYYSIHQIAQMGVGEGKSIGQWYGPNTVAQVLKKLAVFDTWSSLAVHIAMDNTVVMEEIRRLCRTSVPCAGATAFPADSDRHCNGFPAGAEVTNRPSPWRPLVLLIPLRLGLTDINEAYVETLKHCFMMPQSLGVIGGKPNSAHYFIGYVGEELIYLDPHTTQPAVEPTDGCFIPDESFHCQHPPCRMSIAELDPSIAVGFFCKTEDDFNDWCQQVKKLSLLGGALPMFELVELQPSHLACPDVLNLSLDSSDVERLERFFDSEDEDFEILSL
Gli-Sufu antag – blocks Gli-Sufu signaling in a luciferase reporter; Sufu-KO-LIGHT fibroblasts, Gli luciferase reporter luminescence; inhibition, % at 5 µM; 340,000 compounds, 0.74% hits; AID 588413;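 active = inhibition above about 55%, limit read from the data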;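 note: 0% = DMSO-treated cells and 100% = wells with medium but no cells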
APJ ag – activates the human apelin receptor APJ. CHO-K1 APJ PathHunter beta-arrestin, luminescence; 0% DMSO wells, 100% apelin. activation, % at 20 µM. 330,000 compounds, 0.11% hits. AID 2520;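 active = activation more than six SD over the plate average, tested at 20 µM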;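 note: 0% = DMSO alone and 100% = apelin-13 at 10 nM; some results filed as inactive read as strong as hits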
Target sequence (P35414 whole entry, looked up): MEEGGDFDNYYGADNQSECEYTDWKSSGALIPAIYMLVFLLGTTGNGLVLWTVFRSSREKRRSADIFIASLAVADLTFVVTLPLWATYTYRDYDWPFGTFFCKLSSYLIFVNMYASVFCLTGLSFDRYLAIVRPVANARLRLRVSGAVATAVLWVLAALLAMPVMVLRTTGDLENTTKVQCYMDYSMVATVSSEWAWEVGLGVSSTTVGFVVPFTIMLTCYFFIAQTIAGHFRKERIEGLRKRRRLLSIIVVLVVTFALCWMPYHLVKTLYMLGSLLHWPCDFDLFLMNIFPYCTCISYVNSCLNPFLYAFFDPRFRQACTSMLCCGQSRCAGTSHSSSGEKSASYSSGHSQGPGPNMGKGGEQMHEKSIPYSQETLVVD
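Assay system: CHO-K1 cells stably expressing ProLink-tagged human APJ and arrestin–beta-gal acceptor. Compound dosing: 20 µM single point, 1% DMSO. Times: 16-18 h seeding, 90 min dark compound exposure, 60 min detection. Detection: beta-gal luminescence. Evaluation: APJ–arrestin association signal. Controls: negative DMSO alone, positive Apelin-13 at 10 nM.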
APJ antagonist – antagonists of human APJ apelin receptor; P35414; CHO-K1 APJ beta-arrestin complementation, luminescence; inhibition, % at 20 µM; 330,000 compounds, 0.32% hits; AID 2521;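 active = inhibition above about 40% at 20 µM, limit read from the data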;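 note: cells challenged with 10 nM apelin-13 agonist together with compound; plate controls were apelin-13 plus DMSO wells for no effect and DMSO wells lacking apelin-13 for full effect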
CXCR6 block – inhibitors of human CXCR6 receptor; O00574; CHO-K1 PathHunter CXCR6 beta-arrestin, luminescence; inhibition, % at 20 µM; 360,000 compounds, 0.36% hits; AID 602244; in the data active = inhibition above about 34%, passing the limit was not always enough;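 note: antagonist mode with CXCL16 agonist at 10 nM final; 0% = 10 nM CXCL16 with DMSO and 100% = unstimulated wells without agonist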
EBI2 block – antagonists of human EBI2 receptor; EBI2 beta-arrestin recruitment, luminescence, 7a,25-OHC stimulated; inhibition, % at 5 µM; 360,000 compounds, 0.81% hits; AID 651636; in the data active = inhibition above about 38%;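 note: enzyme fragment complementation signal reports receptor beta-arrestin coupling in cells; 0% = agonist plus DMSO wells and 100% = wells without agonist; some results beyond the cut were filed as inactive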
CCR6 antag – blocks CCL20-driven beta-arrestin recruitment at human CCR6 | CHO-K1 CCR6 PathHunter beta-arrestin, luminescence, CCL20-stimulated | inhibition, % at 20 µM | 340,000 compounds, 0.49% hits;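 active = compounds whose inhibition of the agonist-driven luminescence signal at 20 µM reaches about 50%, limit read from the data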;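 note: cells stimulated with CCL20 at 14 nM final; plate controls were DMSO with CCL20 for no effect and DMSO without agonist for full effect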
Active calls of the source: *.

For O=S(=O)(NCCc1ccccc1)c1ccc(F)cc1 the results were UBC13 polyUb -1, ATG4B inhibitor 1, Gli-Sufu antag 52, APJ ag -1, APJ antagonist 8, CXCR6 block -6, EBI2 block -5 and CCR6 antag -4.
`Cc1c(C(=O)NC(C)c2ccc(-n3ccnc3)cc2)cccc1[N+](=O)[O-]` (centres undefined) gave UBC13 polyUb 2, ATG4B inhibitor -1, Gli-Sufu antag 9, APJ ag -2, APJ antagonist 12, CXCR6 block 5, EBI2 block -33 and CCR6 antag 1.
For COC(=O)c1ccccc1NC(=O)CN1CCN(c2ccccn2)CC1 the results were UBC13 polyUb 5, ATG4B inhibitor -4, Gli-Sufu antag 34, APJ ag 1, APJ antagonist 3, CXCR6 block 8, EBI2 block 4 and CCR6 antag 7.
`COc1ccc(NC(=O)c2cc(-c3cccs3)on2)cc1` gave UBC13 polyUb 15, ATG4B inhibitor -3, Gli-Sufu antag -17, APJ ag -1, APJ antagonist -10, CXCR6 block -6, EBI2 block 3 and CCR6 antag 1.
For O=C(NC1CCCCC1)c1ccccc1NC(=O)C1CC1 the results were UBC13 polyUb 3, ATG4B inhibitor 0, Gli-Sufu antag -4, APJ ag -2, APJ antagonist 4, CXCR6 block -2, EBI2 block -5 and CCR6 antag 7.
`CC1(OC(=O)c2ccc(Cl)nc2)C(=O)C=C2C=C3CCCN3C=C2C1=O` (centres undefined) gave UBC13 polyUb -54, ATG4B inhibitor -6, Gli-Sufu antag -5, APJ ag 13, APJ antagonist -66, CXCR6 block 7, EBI2 block -17 and CCR6 antag 9.
COc1cccc(-c2nc(N3CC(C)CC(C)C3)c3ccccc3n2)c1O (centres undefined) was read as UBC13 polyUb -5, ATG4B inhibitor 0, Gli-Sufu antag 23, APJ ag -6, APJ antagonist 4, CXCR6 block 8, EBI2 block 4 and CCR6 antag 0.
`Cc1oc2cc3oc(=O)c(CC(=O)NCC(=O)N[C@@H](C(=O)O)c4ccccc4)c(C)c3cc2c1C` gave UBC13 polyUb 6, ATG4B inhibitor -6, Gli-Sufu antag -16, APJ ag -3, APJ antagonist 8, CXCR6 block -11, EBI2 block -2 and CCR6 antag 3.
Screening O=P(CCc1ccccc1)(c1ccccc1)c1ccccc1 returned ATG4B inhibitor -6, Gli-Sufu antag 4, CXCR6 block 3, EBI2 block 0 and CCR6 antag 10.
For O=[N+]([O-])c1cc([N+](=O)[O-])c(Oc2c(Cl)cccc2Cl)cc1NN1CCCCC1 the results were UBC13 polyUb -4, ATG4B inhibitor -2, Gli-Sufu antag 5, APJ ag 0, APJ antagonist 10, CXCR6 block 12, EBI2 block 14 and CCR6 antag 11.
For Fc1ccc(C2CCCN2Cc2nc(CC3CC3)no2)cc1 (centres undefined) the results were UBC13 polyUb 9, ATG4B inhibitor -2, Gli-Sufu antag -5, APJ ag -5, APJ antagonist 11, CXCR6 block 1, EBI2 block 1 and CCR6 antag 3.
For CC1CC(C)CN(C(=O)COC(=O)c2ccc[nH]c2=O)C1 (centres undefined) the results were UBC13 polyUb -2, ATG4B inhibitor 4, Gli-Sufu antag -6, APJ ag 1, APJ antagonist 7, CXCR6 block -2, EBI2 block -6 and CCR6 antag 0.
`COc1cccc(NC(=O)CN(C)C(=O)CC(NC(=O)c2ccccc2Cl)c2ccccc2)c1` (centres undefined) gave UBC13 polyUb -9, ATG4B inhibitor -4, Gli-Sufu antag 3, APJ ag -3, APJ antagonist 5, CXCR6 block 7, EBI2 block 5 and CCR6 antag 4.
Screening Cc1cccc(CNc2ncnc3[nH]ncc23)c1 returned ATG4B inhibitor -10, Gli-Sufu antag 4, CXCR6 block -8, EBI2 block 1 and CCR6 antag -7.
Screening CN1CCN(C2=C(Cl)C(=O)N(c3ccc(Cl)c(Cl)c3)C2=O)CC1 returned UBC13 polyUb -1, ATG4B inhibitor -3, Gli-Sufu antag 4, APJ ag -3, APJ antagonist 4, CXCR6 block 1, EBI2 block 1 and CCR6 antag -8.
CCn1c(SCC(=O)NCCc2ccccc2)nnc1-c1ccco1 was read as UBC13 polyUb -6, ATG4B inhibitor -8, Gli-Sufu antag -2, APJ ag -4, APJ antagonist -2, CXCR6 block 2, EBI2 block 13 and CCR6 antag -40.
For Cc1nn(C2CCCCC2)c(N)c1-c1ccccc1 the results were UBC13 polyUb 2, ATG4B inhibitor -2, Gli-Sufu antag 12, APJ ag -4, APJ antagonist 15, CXCR6 block -19, EBI2 block -6 and CCR6 antag 0.
Screening Cn1c(=O)c2c(nc(NCc3ccco3)n2CCc2ccccc2)n(C)c1=O returned UBC13 polyUb 0, ATG4B inhibitor 0, Gli-Sufu antag -6, APJ ag -1, APJ antagonist 26, CXCR6 block -11, EBI2 block -3 and CCR6 antag -15.
`COCCCNC(=O)CN1CCN(Cc2ccc(Cl)cc2)C1=O` gave UBC13 polyUb 9, ATG4B inhibitor -5, Gli-Sufu antag 7, APJ ag -4, APJ antagonist 1, CXCR6 block -11, EBI2 block -3 and CCR6 antag -2.
`COc1ccc(CN=C2Nc3ccccc3CS2)cc1` gave UBC13 polyUb 9, ATG4B inhibitor 2, Gli-Sufu antag -128, APJ ag -4, APJ antagonist 2, CXCR6 block 1, EBI2 block -9 and CCR6 antag 9.
For CCC(CC)C(=O)OCC(=O)NC12CC3CC(CC(C3)C1)C2 the results were UBC13 polyUb 12, ATG4B inhibitor 7, Gli-Sufu antag 5, APJ ag -5, APJ antagonist 15, CXCR6 block 1, EBI2 block -2 and CCR6 antag -4.
For Cc1cc(-n2nc(C)cc2C)nc(N)n1 the results were UBC13 polyUb 3, ATG4B inhibitor 0, Gli-Sufu antag -7, APJ ag -5, APJ antagonist 7, CXCR6 block -7, EBI2 block -6 and CCR6 antag -6.
Screening Cc1cccc(NC(=S)NCc2cccs2)c1C returned UBC13 polyUb 8, ATG4B inhibitor 7, Gli-Sufu antag 4, APJ ag -2, APJ antagonist 7, CXCR6 block -1, EBI2 block -3 and CCR6 antag 10.
Screening O=C(NCc1ccc(F)cc1)c1cccc2c1C(=O)N(Cc1cccnc1)C2 returned UBC13 polyUb 12, ATG4B inhibitor -4, Gli-Sufu antag -6, APJ ag -5, APJ antagonist 18, CXCR6 block -6, EBI2 block -9 and CCR6 antag 2.
Screening Cc1nc2c(ccc3c2ccc2nc(C)sc23)s1 returned UBC13 polyUb 7, ATG4B inhibitor -2, Gli-Sufu antag -30, APJ ag -1, APJ antagonist 12 and CCR6 antag 0.
O=C(O)c1ccc2c(c1)C(=O)/C(=C\c1ccco1)C2=O was read as UBC13 polyUb -28, ATG4B inhibitor 14, Gli-Sufu antag -14, APJ ag -3, APJ antagonist 17, CXCR6 block 6, EBI2 block 3 and CCR6 antag 15.
For Cc1noc(C)c1C(=O)Nc1ccc2c(c1)CCC2 the results were UBC13 polyUb -5, ATG4B inhibitor 2, Gli-Sufu antag -9, APJ ag -4, APJ antagonist 3, CXCR6 block -6, EBI2 block -6 and CCR6 antag 3.
For CCC(C(=O)NC1CCCC1)n1c(SCc2cccc(C)c2)nc2ccncc21 (centres undefined) the results were UBC13 polyUb 5, ATG4B inhibitor -5, Gli-Sufu antag 1, APJ ag -1, APJ antagonist 13, CXCR6 block 5, EBI2 block -6 and CCR6 antag 9.
Cc1cc(N2CCCC2=O)cc(C)c1S(=O)(=O)NCCOc1ccc(C(C)(C)C)cc1 was read as UBC13 polyUb 2, ATG4B inhibitor -23, Gli-Sufu antag 75*, APJ ag 6, APJ antagonist -4, CXCR6 block 0, EBI2 block 10 and CCR6 antag 0.
`COc1ccc(Cl)cc1C(=O)NCC(c1ccco1)N1CCCC1` (centres undefined) gave UBC13 polyUb -3, ATG4B inhibitor 3, Gli-Sufu antag 4, APJ ag -2, APJ antagonist -3, CXCR6 block -3, EBI2 block -5 and CCR6 antag 16.
For COc1ccccc1-c1nc(SCC(=O)N(C)c2ccccc2)c2c(=O)n(C)c(=O)n(C)c2n1 the results were UBC13 polyUb 7, ATG4B inhibitor 1, Gli-Sufu antag 11, APJ ag 1, APJ antagonist 14, CXCR6 block 9, EBI2 block 3 and CCR6 antag 7.
For NCC(=O)c1cccc2ccc[n+]([O-])c12 the results were UBC13 polyUb -8, ATG4B inhibitor 0, Gli-Sufu antag 3, APJ ag -1, APJ antagonist 0, CXCR6 block 1, EBI2 block 4 and CCR6 antag -4.
`Cc1[nH]c(=O)[nH]c(=O)c1/C=C/C(=O)O` gave UBC13 polyUb 6, ATG4B inhibitor 7, Gli-Sufu antag 3, APJ ag -2, APJ antagonist -4, CXCR6 block 2, EBI2 block 5 and CCR6 antag -2.
For O=C(CCN1C(=O)NC2(CCCC2)C1=O)Nc1cccc(S(=O)(=O)N2CCOCC2)c1 the results were UBC13 polyUb -8, ATG4B inhibitor -4, Gli-Sufu antag 3, APJ ag 0, APJ antagonist -5, CXCR6 block -7, EBI2 block 11 and CCR6 antag 2.
Screening Nc1ccccc1-c1nc2ccccc2c(=O)o1 returned UBC13 polyUb -1, ATG4B inhibitor 14, Gli-Sufu antag -10, APJ ag -3, APJ antagonist -15, CXCR6 block 1, EBI2 block 1 and CCR6 antag 5.
For COc1ccc(CCNC(=O)C2CCN(C(=O)c3ccc([N+](=O)[O-])cc3)CC2)cc1 the results were UBC13 polyUb -1, ATG4B inhibitor -14, Gli-Sufu antag -12, APJ ag -3, APJ antagonist 12, CXCR6 block 0, EBI2 block 10 and CCR6 antag -7.
For CC(Nc1nc(-c2ccc(F)cc2)cs1)c1nc2cc(C(F)(F)F)ccc2n1CCCO (centres undefined) the results were UBC13 polyUb -5, ATG4B inhibitor -22, Gli-Sufu antag 15, APJ ag 2, APJ antagonist -65, CXCR6 block -3, EBI2 block 15 and CCR6 antag 5.
Screening CCN1C(=O)/C(=C/c2cnn(CC)c2C)SC1=S returned UBC13 polyUb 0, ATG4B inhibitor 2, Gli-Sufu antag -7, APJ ag -2, APJ antagonist -3, CXCR6 block 3, EBI2 block 2 and CCR6 antag -6.
Cc1ccccc1N1C(=O)c2cccc3c(N(C)CCO)ccc(c23)C1=O was read as UBC13 polyUb -155, ATG4B inhibitor -3, Gli-Sufu antag -5, APJ ag -2, APJ antagonist -9, CXCR6 block 5, EBI2 block -7 and CCR6 antag 29.
For CC(C)C(=O)NC(=S)Nc1ccc(CN2CCOCC2)cc1 the results were UBC13 polyUb -3, ATG4B inhibitor -1, Gli-Sufu antag -7, APJ ag -1, APJ antagonist -11, CXCR6 block -3, EBI2 block 5 and CCR6 antag 7.
Screening O=C(COc1ccc(-n2cnnn2)cc1)NC1CCCCC1 returned UBC13 polyUb -10, ATG4B inhibitor -1, Gli-Sufu antag -10, APJ ag -2, APJ antagonist -12, CXCR6 block -1, EBI2 block 1 and CCR6 antag 3.
Screening Cc1ccc(S(=O)(=O)OCC(=O)Nc2ccc(C(=O)O)c(O)c2)cc1 returned ATG4B inhibitor 6, Gli-Sufu antag -12, CXCR6 block 13, EBI2 block -4 and CCR6 antag 2.
Cc1ccc(N2C(=O)C3N=NN(CC(=O)N4N=C(c5cccc6ccccc56)CC4c4ccccc4)C3C2=O)cc1 (centres undefined) was read as UBC13 polyUb 6, ATG4B inhibitor -22, Gli-Sufu antag -3, APJ ag -3, APJ antagonist 5, CXCR6 block 5, EBI2 block 0 and CCR6 antag -8.

Structural class: the compounds so far containing a thiophene ring, fused or not.
`COc1ccc(NC(=O)c2cc(-c3cccs3)on2)cc1` gave UBC13 polyUb 15, ATG4B inhibitor -3, Gli-Sufu antag -17, APJ ag -1, APJ antagonist -10, CXCR6 block -6, EBI2 block 3 and CCR6 antag 1.
Screening Cc1cccc(NC(=S)NCc2cccs2)c1C returned UBC13 polyUb 8, ATG4B inhibitor 7, Gli-Sufu antag 4, APJ ag -2, APJ antagonist 7, CXCR6 block -1, EBI2 block -3 and CCR6 antag 10.
